Screening results from PubChem.
Fam108B inh: Fam108B inhibition, counter-screen for RBBP9 inhibitors. 0.33% of 300,000 active. inhibition, % at 9.51 µM. recombinant Fam108B, FP-Rh probe fluorescence polarization;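 active = inhibition above the screen mean inhibition plus 3 SD, computed separately per campaign, cut at about 18% in these data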;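 also: inhibitors lower polarization as less probe binds the enzyme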
BCLXL inh: Bcl-xL (human) inhibition; Q07817; GST-Bcl-xL / FITC-Bim BH3 peptide fluorescence polarization; inhibition, % at 10.9 µM; 0.7% of 320,000 active; AID 2129;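 active = inhibition above the mean of all tested compounds plus 3 SD, cutoff set per campaign, cut at about 30% in these data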;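 also: 0% = DMSO wells and 100% = unlabeled Bim-BH3 peptide competitor; inhibitors lower millipolarization by displacing the labeled peptide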
Target sequence (Q07817 whole entry, looked up): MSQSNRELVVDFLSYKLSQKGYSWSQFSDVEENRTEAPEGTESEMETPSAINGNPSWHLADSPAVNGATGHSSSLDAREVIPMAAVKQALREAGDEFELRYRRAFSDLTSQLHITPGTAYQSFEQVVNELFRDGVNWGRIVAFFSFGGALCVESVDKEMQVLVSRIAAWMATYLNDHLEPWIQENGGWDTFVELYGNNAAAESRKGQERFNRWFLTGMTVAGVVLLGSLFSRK
PAD4 FP inh: PAD4 (human) enzyme inhibition. Q9UM07. recombinant PAD4, RCA probe fluorescence polarization. inhibition, % at 6.36 µM. 0.41% of 330,000 active. AID 485272;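 active = percent inhibition above a cutoff equal to the mean of all tested compounds plus 3 SD, cut at about 15% in these data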;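 also: 0% = PAD4 with RCA probe and DMSO and 100% = probe without PAD4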
MCL1 BIM primary: inhibitors of human MCL1 binding to BIM-BH3 peptide; Q07820; GST-MCL1 / FITC-Bim-BH3 fluorescence polarization; inhibition, % at 10.9 µM; 0.68% of 320,000 active;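 active = inhibition above the mean inhibition of all tested compounds plus 3 SD, set per campaign, cut at about 40% in these data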;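 also: 0% = DMSO wells and 100% = unlabeled Bim-BH3 peptide control; higher means more loss of mP so more displacement of Bim peptide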
Target sequence (Q07820 whole entry, looked up): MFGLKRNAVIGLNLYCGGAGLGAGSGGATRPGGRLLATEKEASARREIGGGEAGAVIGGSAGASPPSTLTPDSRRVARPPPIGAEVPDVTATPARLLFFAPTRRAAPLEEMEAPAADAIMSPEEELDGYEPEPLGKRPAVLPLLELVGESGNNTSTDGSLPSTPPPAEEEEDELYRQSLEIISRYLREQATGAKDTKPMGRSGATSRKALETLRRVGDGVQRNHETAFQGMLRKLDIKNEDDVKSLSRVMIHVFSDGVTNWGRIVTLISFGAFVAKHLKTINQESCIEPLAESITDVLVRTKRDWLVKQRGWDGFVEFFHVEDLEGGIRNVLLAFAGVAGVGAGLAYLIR
GSTO1 inh: counter-screen for RBBP9 inhibitors: inhibitors of human GSTO1; P78417; recombinant GSTO1, activity-based probe fluorescence polarization; inhibition, % at 5.96 µM; 1.1% of 300,000 active;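 active = inhibition above the campaign mean inhibition plus 3 SD, cut at about 35% in these data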;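 also: 0% = GSTO1-1 with DMSO and 100% = wells lacking GSTO1-1 enzyme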
GLD-1 RNA inh: GLD-1-TGE RNA interaction inhibition (C. elegans) | AID 2280 | 0.44% of 320,000 active | purified GLD-1 + fluorescein TGE RNA, fluorescence polarization | Q17339 | inhibition, % at 5.96 µM;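 active = percent inhibition above a per-plate cutoff, the plate mean of test compounds plus 3 SD, cut at about 30% in these data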;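 also: 0% = DMSO wells with GLD-1 and probe and 100% = wells lacking GLD-1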
MEX-5 binding: C. elegans MEX-5 TCR-2 RNA binding activity; AID 1832; 0.38% of 300,000 active; MEX-5/FITC-TCR2 RNA binding, fluorescence polarization; hits give low values; Q9XUB2; activity score (negative = inhibition of binding), % at 10 µM;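 active = inhibition past about -25% in most replicates, and total fluorescence under double the plate's negative control median, limit read from the data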;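 also: 0% = DMSO and -100% = 5 µM competing unlabeled TCR2 RNA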
PME-1 primary: blocks human protein phosphatase methylesterase 1 | recombinant PME-1, FP-Rh probe fluorescence polarization | inhibition, % at 5.9 µM | Q9Y570 | AID 2130 | 0.53% of 320,000 active;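 active = inhibition above the campaign mean of all compounds plus 3 SD, cut at about 26% in these data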;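 also: competitive labeling of PME-1 active site by serine hydrolase directed probe; 0% = PME-1 with DMSO and 100% = wells lacking PME-1 enzyme; inhibitors block probe labeling so polarization falls and inhibition rises; many of its hits are not listed in these tables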
Target sequence (Q9Y570 whole entry, looked up): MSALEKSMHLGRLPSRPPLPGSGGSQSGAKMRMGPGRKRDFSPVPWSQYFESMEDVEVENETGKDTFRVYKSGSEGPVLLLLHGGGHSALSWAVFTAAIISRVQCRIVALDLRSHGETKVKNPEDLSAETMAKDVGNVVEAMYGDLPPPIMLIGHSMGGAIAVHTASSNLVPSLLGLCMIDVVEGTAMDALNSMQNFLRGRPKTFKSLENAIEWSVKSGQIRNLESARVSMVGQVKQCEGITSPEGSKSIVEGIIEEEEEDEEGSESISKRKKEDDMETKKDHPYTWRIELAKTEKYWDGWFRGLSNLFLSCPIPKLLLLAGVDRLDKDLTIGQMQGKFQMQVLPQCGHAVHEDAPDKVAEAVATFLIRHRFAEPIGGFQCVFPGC
TPT1 inhibitor: inhibitors of Candida albicans tRNA 2'-phosphotransferase TPT1; recombinant caTPT1, FP RNA substrate dephosphorylation; inhibition, % at 5 µM; 0.81% of 300,000 active;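 active = inhibition above the mean of all tested compounds plus 3 SD, set per screening campaign, cut at about 24% in these data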;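 also: plate controls were DMSO alone for no effect and ferristatin control at 100 nM for full effect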
The depositor's hits bear a star; nt = no result given. A portion of the library (hit frequency here may not be typical).

SMILES	Fam108B inh	BCLXL inh	PAD4 FP inh	MCL1 BIM primary	GSTO1 inh	GLD-1 RNA inh	MEX-5 binding	PME-1 primary	TPT1 inhibitor
CCOC(=O)[C@@H]1[C@H]2COc3ccccc3[C@@H]2N2C(=O)N(c3cccc(Cl)c3)C(=O)[C@]12C	-2	0	-4	1	8	2	0.3	4	1
O=C(COC(=O)CCC(=O)c1ccc(Cl)cc1)NCc1ccco1	0	8	0	10	1	2	1.6	-2	-4
COc1ccc(C)cc1NC(=O)CNC(c1ccccc1)c1ccccc1	-7	0	3	2	3	3	0.0	-10	3
Cc1cccc(C)c1NC(=O)CNC(=O)C(C)N1CCN(c2cccc(Cl)c2)CC1 (configuration not stated)	nt	0	-2	5	nt	-1	nt	-7	nt
CCCN1CCC(NC(=S)Nc2ccc(OC)c(OC)c2)CC1	0	10	3	11	1	1	0.6	2	-2
CC(OC(=O)c1ccccc1NS(=O)(=O)c1cccc(C(F)(F)F)c1)C(=O)N(C)Cc1ccccc1 (configuration not stated)	-1	0	-1	12	-5	0	0.2	-5	0
O=S(=O)(NCc1ccccc1Cl)c1ccc(-n2cccn2)cc1	0	2	-1	-6	3	5	-0.5	3	2
O=C(CSc1ncnc2c1cnn2-c1ccccc1)NC1CCS(=O)(=O)C1 (configuration not stated)	nt	-2	-5	-8	nt	4	nt	-6	nt
CCOC(=O)c1ccc(NC(=O)c2cc(F)c(F)cc2Cl)cc1	-5	-2	1	-2	-6	4	1.0	1	6
CCOC(=O)N1CCN(C(=O)C(CC(C)C)NS(=O)(=O)c2ccc(C)cc2)CC1 (configuration not stated)	nt	-1	1	3	nt	1	nt	0	nt
Cc1ccc(NC(=O)CCN2C(=O)C3CC=CCC3C2=O)cc1Cl (configuration not stated)	nt	1	0	-7	nt	0	nt	-2	nt
CC(C)OC(=O)c1cc2c(=O)[nH]c(C(Cl)(Cl)Cl)nc2o1	-1	11	1	4	-9	6	-2.4	4	-2
COc1ccc(N2CCN(C(=S)NC(=O)c3cccs3)CC2)c([N+](=O)[O-])c1	1	7	0	6	1	2	0.2	2	1
Cc1ccc(C(=O)Nc2ccc(Cl)cn2)cc1	4	2	-3	6	-2	3	3.1	2	-3
Cc1cc(C)c(C(=O)CN2C(=O)NC3(CCCCCC3)C2=O)cc1C	4	0	-2	0	5	6	-0.1	8	6
CSCCC(NC(=O)c1ccc([N+](=O)[O-])cc1Cl)C(=O)OCC(=O)N1CCN(C(C)=O)CC1 (configuration not stated)	-1	3	-2	4	9	-8	-0.4	1	-1
COc1ccc(/C=C2\CCc3ccccc3C2=O)cc1Cn1cccn1	-2	11	-5	19	-11	0	-2.2	1	-4
O=C(O)c1cccc(NC(=O)c2ccc3c(c2)C(=O)N(CC2CCCO2)C3=O)c1 (configuration not stated)	-2	5	0	6	6	0	-0.5	-2	1
Nc1nc(NC(=O)Cc2ccccc2)nn1-c1ccccc1	-2	-2	-3	-3	-5	8	0.1	-1	-5
Cc1n[nH]c(C)c1CCC(=O)N/N=C/c1c[nH]c2ccccc12	-2	5	1	10	9	2	-0.2	-3	-4
O=C(CCS(=O)(=O)c1ccc(Br)cc1)NC1CCCC1	0	0	4	2	-3	-2	-2.3	-6	-6
CCOCCCN(CCC#N)S(=O)(=O)c1ccc(S(=O)(=O)N2CCCC2)cc1	-3	-3	-6	-6	2	-7	3.0	5	5
Cc1ccnc(SCC(=O)O)n1	-2	-2	1	3	7	8	-0.9	-4	0
COc1ccccc1NC(=O)NCCCl	1	4	-1	6	5	-1	0.4	1	0
CN(Cc1ccccc1)c1nc2c(c(=O)[nH]c(=O)n2C)n1CCOc1ccccc1	4	4	6	3	3	5	-0.2	0	2
COc1ccc(S(=O)(=O)N2CCN(Cc3cccc(OC)c3)CC2)cc1	2	6	6	2	-2	2	1.4	-4	-2
CCN(CC)CCNS(=O)(=O)c1ccc2[nH]cc(C(=O)O)c(=O)c2c1	0	7	1	9	6	-4	-3.3	0	0
Cc1cccnc1NC(=O)c1sc2ccccc2c1Cl	-2	8	2	6	0	0	0.9	-3	-1
O=C1c2cccc([N+](=O)[O-])c2C(=O)N1c1ccccc1	8	0	-2	-4	-3	-4	-1.9	-3	-3
COc1cccc(OCC(O)CN2CCc3ccccc3C2)c1 (configuration not stated)	-2	10	-1	4	-1	2	-2.3	1	0
CC1Cc2ccccc2N1C(=O)C12CCC(C)(C(=O)C1)C2(C)C (configuration not stated)	-1	1	0	-1	-1	-2	-0.9	4	-2
O=C(NCCO)c1nc(NCCO)c2ccccc2n1	-2	-4	-2	13	4	2	-0.5	2	-1
CCCCN(CC)CCCNC(=O)CS(=O)(=O)Cc1nc(-c2cccc(OC)c2)oc1C	-1	7	2	8	2	0	0.7	-6	-5
CCCCSc1nnc(-c2c[nH]c3ccccc23)n1C	3	5	-3	-4	5	1	2.4	2	-3
Cc1ccc(NC(=O)COC(=O)COc2cccc3c2OC(C)(C)C3)cc1S(=O)(=O)N1CCOCC1	-3	10	-3	9	5	2	3.3	5	0
COc1ccc(N(C(=O)Cc2cccs2)C(C(=O)NC2CCCCC2)c2cccn2C)cc1OC (configuration not stated)	-2	8	0	9	-2	-7	2.7	-4	-6

A stretch from further up, for reference:
SMILES	Fam108B inh	BCLXL inh	PAD4 FP inh	MCL1 BIM primary	GSTO1 inh	GLD-1 RNA inh	MEX-5 binding	PME-1 primary	TPT1 inhibitor
CCCCSc1nnc(-c2c[nH]c3ccccc23)n1C	3	5	-3	-4	5	1	2.4	2	-3
Cc1ccc(NC(=O)COC(=O)COc2cccc3c2OC(C)(C)C3)cc1S(=O)(=O)N1CCOCC1	-3	10	-3	9	5	2	3.3	5	0

Single values from above.
TPT1 inhibitor with O=C(NCCO)c1nc(NCCO)c2ccccc2n1 : -1
MCL1 BIM primary with COc1cccc(OCC(O)CN2CCc3ccccc3C2)c1 (configuration not stated) : 4
GSTO1 inh with Cc1cccnc1NC(=O)c1sc2ccccc2c1Cl : 0
MEX-5 binding with CCCCSc1nnc(-c2c[nH]c3ccccc23)n1C : 2.4
MCL1 BIM primary with COc1ccc(S(=O)(=O)N2CCN(Cc3cccc(OC)c3)CC2)cc1 : 2
TPT1 inhibitor with COc1ccc(N(C(=O)Cc2cccs2)C(C(=O)NC2CCCCC2)c2cccn2C)cc1OC (configuration not stated) : -6

Remaining list, next part
SMILES	Fam108B inh	BCLXL inh	PAD4 FP inh	MCL1 BIM primary	GSTO1 inh	GLD-1 RNA inh	MEX-5 binding	PME-1 primary	TPT1 inhibitor
O=C(COc1ccc(S(=O)(=O)NC2CCCCC2)cc1Cl)NCc1ccc2c(c1)OCO2	-3	5	-3	3	-2	8	-5.8	-2	-1
Cc1ccc(S(=O)(=O)NCCC(=O)NCC(c2cccs2)N(C)C)cc1 (configuration not stated)	nt	2	-4	6	nt	-2	nt	3	nt
Cc1ccccc1C1c2[nH]c3ccccc3c2C[C@H]2C(=O)N(c3ccccc3C(=O)NCCCN3CCOCC3)C(=O)N12 (some centres not stated)	0	10	1	9	-6	25	1.8	5	0
NS(=O)(=O)c1ccc(CCNc2nc(CN3CCCCC3)nc3sc4c(c23)CCC4)cc1	1	-1	0	1	-2	2	3.1	1	-1
CN1C(=O)N(CC(=O)Nc2sccc2C(N)=O)C(=O)C12CCCCC2	nt	3	-4	-1	nt	-2	nt	-4	nt
CC(NC(=O)c1ccccc1Br)c1nnc(SCC(=O)NC2CCCCC2)n1C (configuration not stated)	-1	-4	-2	6	4	6	-3.6	-1	0
CCOC(=O)[C@@H]1[C@H]2COc3cc(OC)ccc3[C@@H]2N2C(=O)N(c3ccc(Cl)cc3)C(=O)[C@]12C	1	2	3	4	4	0	-0.2	-4	-4
CCOC(=O)N1CCN(C(=O)c2ccc3c(=O)n(CCc4ccc(OC)c(OC)c4)c(=O)[nH]c3c2)CC1	1	2	-2	-3	-39	0	0.5	-5	3
CCOC(=O)Cn1c(=O)oc2ccc(C)cc21	-10	-2	2	0	3	-7	-0.4	4	3
Cn1c(N)c(C#N)c2c(c1=S)CSC(C)(C)C2	2	16	4	13	7	8	-6.1	8	-5
COc1ccccc1-c1nn(Cc2ccccc2)cc1C(=O)NCC(c1ccco1)N1CCCC1 (configuration not stated)	nt	-2	-1	-2	nt	0	nt	-3	nt
O=C(Nc1ccc(Cl)cc1F)c1cc(S(=O)(=O)N2CCCCC2)ccc1F	-7	6	-2	3	0	-1	1.2	1	1
CCc1ccc(-c2csc3ncn(CC)c(=O)c23)cc1	-3	-3	-2	-3	1	3	2.2	7	-2
CCOC(=O)c1sc(=NC(=O)COc2ccc(Cl)cc2)n(C)c1C	2	5	-4	5	14	-2	-1.3	-4	-3
CCCSc1nsc(SCCC)c1C#N	3	7	-2	7	-2	13	1.1	-3	-1
CCC(CO)NCc1ccc(-c2ccccc2)cc1 (configuration not stated)	-5	2	-3	-2	-3	-4	-0.5	-4	0
Cn1c(SCC(=O)NNC(=O)c2ccccc2)nnc1C1CC1	1	8	2	8	1	2	1.9	-1	-1
CCOC(=O)c1c(C)[nH]c(C(=O)COC(=O)/C=C/c2ccc3c(c2)OCO3)c1C	-2	5	3	3	2	3	-2.6	5	0
COc1ccc(-c2nc(N)nc(C(F)(F)F)c2-c2csc(C)n2)c(O)c1	-3	-2	0	-2	5	-1	-0.7	12	1
CCOC(=O)N1CCC(NC(=O)C(NS(=O)(=O)c2ccc3c(c2)CCN3C(C)=O)C(C)C)CC1 (configuration not stated)	-1	6	-2	4	7	10	0.2	-4	-1
CCOc1ccc(NC(=O)c2cccs2)c([N+](=O)[O-])c1	-3	7	-1	3	2	-14	2.1	0	3
CC1(C)CC(=O)C=C(NCCCN2CCCC2=O)C1	0	4	-2	8	0	-6	-3.5	-10	-1
COc1cccc(CN2CCN(Cc3ccc(C)o3)CC2CCO)c1 (configuration not stated)	1	7	1	3	12	3	-0.4	0	-4
Cn1nc(-c2ccccc2)c(CO)c1Oc1cccc(C(F)(F)F)c1	4	2	2	2	3	3	0.0	2	2
COC(=O)c1cc(=O)c2c(C)nc(C(Cl)(Cl)Cl)nc2[nH]1	3	5	-2	10	31	5	1.1	-3	3
OC1C[N+]2(CCCCC2)C1	3	2	0	1	-3	2	-1.6	2	0
Cc1ccc(CSCC(=O)N2CCCC2)cc1	-4	0	-10	-1	5	-17	-0.5	-9	3

Record cards, from the list above.
COC(=O)c1cc(=O)c2c(C)nc(C(Cl)(Cl)Cl)nc2[nH]1 reads Fam108B inh: 3; BCLXL inh: 5; PAD4 FP inh: -2; MCL1 BIM primary: 10; GSTO1 inh: 31; GLD-1 RNA inh: 5; MEX-5 binding: 1.1; PME-1 primary: -3; TPT1 inhibitor: 3
CCOc1ccc(NC(=O)c2cccs2)c([N+](=O)[O-])c1 reads Fam108B inh: -3; BCLXL inh: 7; PAD4 FP inh: -1; MCL1 BIM primary: 3; GSTO1 inh: 2; GLD-1 RNA inh: -14; MEX-5 binding: 2.1; PME-1 primary: 0; TPT1 inhibitor: 3
CCOC(=O)c1sc(=NC(=O)COc2ccc(Cl)cc2)n(C)c1C reads Fam108B inh: 2; BCLXL inh: 5; PAD4 FP inh: -4; MCL1 BIM primary: 5; GSTO1 inh: 14; GLD-1 RNA inh: -2; MEX-5 binding: -1.3; PME-1 primary: -4; TPT1 inhibitor: -3
